TTR transcr act = increases transthyretin transcription; SH-SY5Y TTR promoter Gaussia luciferase, luminescence; 100% = recombinant luciferase protein wells; activation, % at 16.7 µM; hit rate 1.3% among 92,000; AID 1117267;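 active = activation above the mean of all tested compounds plus 3 SD, cut at about 9.5% in these data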;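 note: cells exposed to compounds for one day before reading; 0% = median of all test compound wells on the plate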
Active calls of the source: *. These rows are one share of the data, so the mix of outcomes need not match the whole.

| SMILES | TTR transcr act |
| --- | --- |
| O=C(O)c1ccc(Cn2c(SCc3cc(=O)n4cc(Br)ccc4n3)nc3ccsc3c2=O)cc1 | -0.7 |
| COC(=O)c1ccccc1SC(CC(=O)c1ccccc1)c1ccc(F)cc1 (stereo unspecified) | -1.9 |
| Clc1nc2ccccc2nc1-c1ccccc1 | -0.2 |
| Cc1ccc(CNC(=O)CCn2cc(-c3ccc(F)cc3)nc2-c2ccncc2)cc1 | -1.7 |
| O=C(OCC(=O)N1CCN(S(=O)(=O)c2ccccc2)CC1)c1ccc([N+](=O)[O-])o1 | 3.5 |
| Cc1cc(C)c(-c2cc(NC(=O)CSc3nncn3C)n(-c3ccccc3)n2)cc1C | -4.3 |
| COCCN1CC(=O)N2C(c3cccc(OC)c3)c3[nH]c4ccccc4c3C[C@H]2C1=O (stereo partly specified) | 1.4 |
| COc1ccc(C2=NS(=O)(=O)N(C)C(C(=O)NCc3ccc(F)cc3)=C2)cc1OC | -2.2 |
| O=C(N/N=C/c1ccccc1C(=O)O)c1cc(-c2ccc3c4c(cccc24)CC3)n[nH]1 | -0.2 |
| O=c1[nH]c2ccc(NC(=S)NCCc3ccccc3)cc2[nH]1 | 1.3 |
| Cc1[nH]nc(-c2ccc(O)cc2O)c1-c1ccc(Cl)cc1 | -3.5 |
| CCc1nc2ccccc2c(C(=O)OCC(=O)NC2CCCC2)c1C | 1.3 |
| CC(C)(C)c1ccc(S(=O)(=O)Nc2ccc(Cc3ccncc3)cc2)cc1 | -3.2 |
| CC(C)[C@H](NC(=O)Cc1ccccc1)C(=O)OCc1cc(=O)n2c(n1)sc1ccccc12 | -1.3 |
| NC(N)=N/N=C/c1ccc(Cl)c(Cl)c1 | -1.9 |
| CC(C)(C)NC(=O)c1ccc(Sc2ccccc2)c([N+](=O)[O-])c1 | -3.0 |
| Cc1cc(N2CC(=O)N(CCc3ccccc3)C(=O)C2)n2ncnc2n1 | -0.1 |
| Clc1cc(Br)ccc1OCCOCCN1CCCC1 | 0.1 |
| CCOC(=O)c1[nH]c2ccccc2c1NC(=O)c1ccc(S(=O)(=O)N2CCOCC2)cc1 | 1.3 |
| Cc1c(C)c2ccc(OCC(=O)Nc3ccccn3)cc2oc1=O | 0.4 |
| Nc1ccc(OC(=O)Nc2ccc(O)cc2)cc1 | 0.3 |
| COc1cc(OC)c(S(=O)(=O)Nc2ccc(C(=O)N3CCCC3)cc2)cc1NC(C)=O | 1.5 |
| CC(=O)Nc1cc(C(=O)OCC(=O)c2ccccc2)ccc1C | -1.5 |
| COc1cccc(NC(=O)N(C)C[C@@H]2Oc3ncc(Br)cc3C(=O)N([C@@H](C)CO)C[C@H]2C)c1 | 0.3 |
| COc1ccc(S(=O)(=O)N2CCC[C@H]2C(=O)N2CCC[C@H]2C(=O)N[C@H](C)c2ccccc2)cc1C | 0.1 |
| O=C(CN1C(=O)/C(=C\C=C\c2ccccc2)SC1=S)Nc1ccc(F)cc1 | -2.0 |
| Cc1ccc(-n2nnc3ccccc3c2=O)cc1C | -2.5 |
| O=C(COC(=O)c1ccc([N+](=O)[O-])cc1)NCCC1=CCCCC1 | 2.0 |
| CC1CN(c2ccc(NC(=S)Nc3ccc(N4CC(C)OC(C)C4)cc3)cc2)CC(C)O1 (stereo unspecified) | -2.3 |
| O=C(Nc1ccccc1)Nc1ccccn1 | 1.0 |
| Cc1ccc2c(O)c(C)c(=O)[nH]c2n1 | -0.3 |
| CCOC(=O)c1c(C)[nH]c(C)c1C(=O)CSc1nc2ccccc2n1CCOC | 1.0 |
| CCCCNC(=O)c1nc2ncc(Br)cn2n1 | -1.8 |
| Cc1cc(NC(=O)CC#N)n(-c2ccccc2)n1 | 4.8 |
| CC(Oc1ccccc1Cl)C(=O)/C=C/N(C)C (stereo unspecified) | 0.0 |
| C[C@H]1CCCN1c1ccc2c(c1)O[C@@H]1CCN(C1)S2(=O)=O | 2.8 |
| O=C(CSc1nnc(-c2ccc(F)cc2)o1)N1CCCCC1 | 0.0 |
| O=C(CCc1nnc(Cc2ccc(-c3ccccc3)cc2)o1)NCCc1cccnc1 | -1.5 |
| NS(=O)(=O)c1cc(C(=O)OCC(=O)NC2CC2)ccc1Cl | 0.1 |
| CCC(Sc1nc(=O)cc(N)n1CCc1ccccc1)C(=O)Nc1ccccc1C#N (stereo unspecified) | 5.1 |

Grouped by structure: those above containing fluorine.
| SMILES | TTR transcr act |
| --- | --- |
| COC(=O)c1ccccc1SC(CC(=O)c1ccccc1)c1ccc(F)cc1 (stereo unspecified) | -1.9 |
| Cc1ccc(CNC(=O)CCn2cc(-c3ccc(F)cc3)nc2-c2ccncc2)cc1 | -1.7 |
| COc1ccc(C2=NS(=O)(=O)N(C)C(C(=O)NCc3ccc(F)cc3)=C2)cc1OC | -2.2 |
| O=C(CN1C(=O)/C(=C\C=C\c2ccccc2)SC1=S)Nc1ccc(F)cc1 | -2.0 |
| O=C(CSc1nnc(-c2ccc(F)cc2)o1)N1CCCCC1 | 0.0 |

(next part)
| SMILES | TTR transcr act |
| --- | --- |
| O=C(N/N=C\c1cc([N+](=O)[O-])ccc1N1CCCC1)c1ccccn1 | -0.2 |
| Cc1nn(C)c(Cl)c1C(=O)NCC(=O)NCc1ccccc1 | -0.7 |
| CC1C(=O)O[C@@H]2C[C@@H](C)[C@@H]3CCC(=O)[C@@]3(C)[C@@H](O)[C@H]12 (stereo partly specified) | 4.5 |
| O=C(CSc1nc2ccccc2o1)Nc1ccccc1 | 0.7 |
| COc1cc(/C=N/NC(=O)c2cc(-c3cccs3)nc3ccccc23)ccc1O | -2.0 |
| Cn1c(SCc2ccccc2)nnc1-c1cccs1 | 3.8 |
| Cc1ccnc(NC(=O)c2cccc(OC(F)F)c2)n1 | 1.1 |
| Cc1ccc(Cn2c(SCC(=O)N3CC(=O)Nc4ccccc43)nc3ccccc3c2=O)cc1 | -1.6 |
| Cc1cc(C)cc(C(=O)N2CCC(CCC(=O)NC3CC3)CC2)c1 | -0.3 |
| O=C(CCN1C(=O)S/C(=C\c2ccccc2)C1=O)NC1CCS(=O)(=O)C1 (stereo unspecified) | -1.8 |
| CCN(c1ccccc1)S(=O)(=O)c1ccc(C(=O)N(C)Cc2cccs2)cc1 | -0.2 |
| CN1CCOCCOCCOCCN(C)C1=S | 6.3 |
| COC(=O)[C@]1(Cc2ccccc2)N[C@H](CN(C)C(=O)Nc2ccc(OC)cc2)[C@@H]2C(=O)N(Cc3ccccc3)C(=O)[C@@H]21 | -1.9 |
| CC(C)CC(COCc1ccc(C(F)(F)F)cc1)N1CCN(C(=O)c2ccc(C(F)(F)F)cc2)CCC1=O (stereo unspecified) | 0.2 |
| Cc1cccc(-n2c(SCC(=O)NC3CCCC3)nnc2-c2ccoc2C)c1 | 0.6 |
| O=C(COc1cccnc1[N+](=O)[O-])NCCc1ccc(F)cc1 | -1.2 |
| Cc1nn(CC(=O)N(C)C2CCC(C)CC2)c(C)c1S(=O)(=O)N(C)C (stereo unspecified) | 1.4 |
| Cc1ccc([C@H]2C[C@H](O)[C@@H](n3cc(C4CC4)nn3)CN2C(=O)c2cccs2)cc1 | 0.2 |
| O=C(NCCc1ccccc1)c1ccccc1NC(=O)C1CCCO1 (stereo unspecified) | -2.4 |
| COc1ccc2oc(C(=O)OCC(=O)N(Cc3ccccc3)C(C)(C)C)c(C)c2c1 | -1.8 |
| CCOC(=O)C(CC)(CCC(=O)O)c1csc(N)n1 (stereo unspecified) | -1.0 |
| CC(=O)c1coc2ccc(OCCN3CCCCC3)cc12 | -0.8 |
| Cc1c(NC(=O)CCC(=O)N2CCOCC2)c(=O)n(-c2ccccc2)n1C | -0.9 |
| C[C@H]1CN([C@@H](C)CO)C(=O)c2cc(Br)cnc2O[C@@H]1CN(C)S(=O)(=O)c1ccccc1 | 1.5 |
| CCOC(=O)CCc1c(C)c2c(C)nn(-c3ccccc3)c2[nH]c1=O | -0.1 |
| O=C(Nc1ccc(Cl)cc1C(=O)NCCN1CCOCC1)c1ccc(Cl)cc1Cl | 4.3 |
| CN(Cc1ccccc1)C(=O)c1c[nH]c2ccc(S(=O)(=O)N3CCOCC3)cc2c1=O | 2.2 |
| Cc1ccc(S(=O)(=O)N(c2nc(N(C)C)nc(N(C)C)n2)n2cnnc2)cc1 | 1.8 |
| CCC(C)(C)NC(=O)C(c1ccncc1)N(C(=O)c1sc(C)nc1C)c1ccc(C)cc1 (stereo unspecified) | -0.9 |
| O=C(NCc1ccccc1)c1cc[n+](CC(=O)c2cccs2)cc1 | -0.6 |
| O=C(CS(=O)CC(=O)N(CC(=O)NC1CCCC1)C1CCCCC1)Nc1ccc(F)cc1 (stereo unspecified) | 0.1 |
| Cc1nc2c(OCc3ccc(Cl)cc3Cl)cccn2c1N(C)CC1CC1 | -2.5 |
| c1ccc2cc(Cn3ccc4ccc(-c5ccc6ccn(Cc7ccc8ccccc8c7)c6c5)cc43)ccc2c1 | 0.5 |
| CC(=O)c1cccc(NC(=S)NC(=O)c2ccc(C)cc2)c1 | -1.4 |
| COc1ccc(C2CC(=O)c3c(ccc4ccccc34)N2)cc1OC (stereo unspecified) | 0.1 |
| O=C(Nc1ccc(Br)cc1)c1cc([N+](=O)[O-])cc([N+](=O)[O-])c1 | -2.1 |
| CC1(NC(=O)/C=C/c2nc3ccccc3s2)CCS(=O)(=O)C1 (stereo unspecified) | 0.2 |
| C=C1c2ccccc2NC(=O)N1c1ccc(OC)cc1 | -0.1 |
| C=CCSc1n[nH]c(-c2ccc(OC)cc2)n1 | -2.0 |
| O=S(=O)(N(Cc1ccccc1)[C@H](CO)Cc1ccccc1)N(Cc1ccccc1)[C@H](CO)Cc1ccccc1 | 3.8 |
| CN(CC(=O)Nc1cccc(F)c1)CC(=O)Nc1cccc(S(=O)(=O)N(C)c2ccccc2)c1 | -2.3 |
| Cc1c(C)c2ccc(OS(C)(=O)=O)cc2oc1=O | -0.1 |
| N#Cc1ccc(Cn2ccc3ccc(-c4ccc5ccn(C(=O)c6ccccc6)c5c4)cc32)cc1 | -0.1 |
| O=C(O)Cc1csc(NC(=O)CSc2nnnn2-c2ccc(O)cc2)n1 | -1.3 |
| c1ccc(NN(Cc2cnccn2)c2ccccc2)cc1 | -1.1 |
| Cn1c2ccccc2c2nnc(N/N=C/c3ccc(O)cc3)nc21 | -1.5 |
| Cc1ccsc1CN(C)Cc1nc(C2CC2)no1 | 0.1 |
| O=C(NC1CCCC1)C(C1CC1)n1c(-c2ccnc3ccccc23)nc2ccccc21 (stereo unspecified) | 3.0 |

Quoted at random: four compounds from above, in no set order.
| SMILES | TTR transcr act |
| --- | --- |
| Cc1ccsc1CN(C)Cc1nc(C2CC2)no1 | 0.1 |
| O=C(O)Cc1csc(NC(=O)CSc2nnnn2-c2ccc(O)cc2)n1 | -1.3 |
| CN(CC(=O)Nc1cccc(F)c1)CC(=O)Nc1cccc(S(=O)(=O)N(C)c2ccccc2)c1 | -2.3 |
| N#Cc1ccc(Cn2ccc3ccc(-c4ccc5ccn(C(=O)c6ccccc6)c5c4)cc32)cc1 | -0.1 |

Following part:
| SMILES | TTR transcr act |
| --- | --- |
| COCC1CCCCN1C(=O)c1ccc(OC2CCN(Cc3ccccn3)CC2)cc1 (stereo unspecified) | -1.2 |
| O=C1CCCC(=O)N1c1ccc(O)cc1 | -1.2 |
| CC(=O)Oc1ccc(C(=O)Nc2cc(NC(=O)c3ccc(OC(C)=O)cc3)cc(C(=O)NC(C)(C)C)c2)cc1 | 0.2 |
| CCC(=O)N(C)C[C@H]1Oc2cc(-c3cccnc3)ccc2S(=O)(=O)N([C@H](C)CO)C[C@H]1C | 2.1 |
| COC[C@H]1CCCN1c1cccc2c1S(=O)(=O)N1CC[C@@H](C1)O2 | 0.0 |
| CCc1nnc(N/N=C/c2c(C)[nH]c3ccccc23)n1N | -0.3 |
| Cc1ccc(-n2c(C)cc(C(=O)COC(=O)C3=NNC(=O)CC3)c2C)cc1 | -0.9 |
| O=C(CNCC1CCCO1)Nc1ccccc1N1CCCCCC1 (stereo unspecified) | -0.7 |
| Cc1cccc(N2C(=O)c3cccc4cccc(c34)C2=O)c1 | 0.6 |
| Cc1ncc([N+](=O)[O-])n1CCOC(=O)Nc1ccc([N+](=O)[O-])cc1 | -1.8 |
| CC(C)N(C(=O)COC(=O)c1ccc(Cl)s1)c1ccccc1 | -1.1 |
| O=C(N[C@@H](Cc1ccccc1)C(=O)N1CCC2CCN(S(=O)(=O)c3ccccc3)CC21)[C@@H]1CCCN1 (stereo partly specified) | 0.3 |
| COc1ccc(C(=O)C2CCCN(C(=O)c3cccc(Cl)c3F)C2)cc1OC (stereo unspecified) | 1.5 |
| Cc1ccc(C(=O)Nc2ccncc2)cc1[N+](=O)[O-] | -0.3 |
| Cc1nnc(SCCn2c(N(C)Cc3ccccc3)nc3c2c(=O)n(C)c(=O)n3C)s1 | 0.9 |
| COc1ccc(OC)c(N/C=C2/CCCCC2=O)c1 | 10.6* |
| O=C1c2ccccc2C(=O)N1OCCCN1C(=O)c2ccccc2S1(=O)=O | 0.0 |
| COCCN(CC(=O)Nc1cccc(C)c1C)C(=O)C1(c2ccccc2)CC1 | -0.3 |
| COc1ccc(S(=O)(=O)N2CCC3CC2c2c(-c4ccc(C(F)(F)F)cc4)cccc23)cc1 (stereo unspecified) | -0.5 |
| O=C(Nc1ccccc1C(=O)O)c1cc(S(=O)(=O)N2CCOCC2)cs1 | 2.9 |
| O=C(N/N=C/C(Br)=C/c1ccccc1)C(O)c1ccccc1 (stereo unspecified) | 0.1 |
| CCOC(=O)c1c(C)[nH]c(C(=O)COC(=O)Cn2cc(C(F)(F)F)ccc2=O)c1C | -0.5 |
| Cc1c(C(=S)Nc2ccccc2)cnn1-c1ccccc1 | -1.1 |
| [N-]=[N+]=NCCN1CCN(Cc2ccccc2)CCC1=O | 2.0 |
| COc1ccc(C2(C(=O)NCc3ccccc3Cl)CCOCC2)cc1OC | -1.0 |
| O=C(Nc1ccc2c(c1)OCCO2)c1cc2ccccc2o1 | -2.0 |
| O=C1NN(c2ccccc2)C(=O)/C1=C/c1cccs1 | -1.6 |
| CCN(CC)S(=O)(=O)c1ccc(NC(=O)c2cnc(C)cn2)cc1 | 6.4 |
| CC(=O)c1cccc(N2C(=NC(=O)C3CCCCC3)SC3CS(=O)(=O)CC32)c1 (stereo unspecified) | 1.8 |
| Nc1nnc(SCc2c(F)cccc2Cl)s1 | 1.8 |
| Cc1c(NS(=O)(=O)c2ccc(N(C)C3CCCCC3)c([N+](=O)[O-])c2)c(=O)n(-c2ccccc2)n1C | -1.1 |
| O=C(O)CN1C(=O)/C(=C/c2ccc(SCc3ccccc3)o2)SC1=S | 0.2 |
